Salmonella PhoP GFP = inhibitors of PhoP regulon expression, primary screen, Salmonella Typhimurium, GFP reporter (AID 1863) | S. Typhimurium PhoP-regulated promoter GFP reporter, 4 h; higher % means a stronger effect | 0.16% of 300,000 active | inhibition, % at 50 µM; hits with a dose series show IC50 in µM;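 active means inhibition over 29.93%, a cutoff 3 SD above the screen mean, later confirmed by dose response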;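 further: 0% = low Mg2+ inducing control and 100% = high Mg2+ repressing control; strong numbers were not always called active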
Autophagy HCS = autophagy modulators in MEF cells, primary screen, imaging, high-content, MEF GFP-LC3. MEF GFP-LC3 puncta imaging; test concentration mostly 10 µM. calls only at 10 µM (by protocol). 0.98% of 190,000 active. AID 463193, 2010;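 active means percentage of spot-positive cells more than 3 SD above its plate mean, without a fluorescence outlier flag or 80% toxicity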;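 further: spot-positive cell cutoff set from DMSO-treated cells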
T cell modulator = modulators of CD8 T cell-vesicle binding, primary screen, mouse 2C CD8+ T cells, flow cytometry; calls only at 7 µM; 0.068% of 330,000 active; 2C CD8+ T cell-vesicle binding; hits give low values;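 active means response, share of CD8 T cells binding vesicles, and their 90th percentile fluorescence all below set limits, cut at about 80% in these data, passing the limit was not always enough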
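Read-out – percent CD8+ FL2 mean versus row control · System – murine 2C transgenic CD8+ T lymphocytes · Times – 1.5 h cell–vesicle binding at 37 °C, then 20 min icy labelling · Control set – naked vesicles low, QL9 vesicles with vehicle high · Detection – cytometric PE anti-B7-1 and Alexa647 anti-CD8 signals after 1% paraformaldehyde fixation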
b-catenin transl = modulators of beta-catenin nuclear translocation, primary screen, imaging, HeLa cells, immunofluorescence, high-content | nuclear translocation activity, % at 5 µM | 0.3% of 190,000 active | AID 1665, 2009;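 active means nuclear translocation activity above 50% at 5 µM, with a well cell count of 50 or more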;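 further: per-cell ratio of nuclear to cytoplasmic median beta-catenin stain intensity; plate controls were DMSO negative control for no effect and GSK-3 inhibitor IX positive control for full effect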
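Test system: HeLa cells, endogenous beta-catenin; Compound: single 5 µM dose plus 0.02–20 µM confirmation series; Times: compound exposure 24 h at 37°C; Signal: fluorescence imaging of beta-catenin antibody stain plus DAPI; Read-out: % activation, nuclear-to-cytoplasmic median beta-catenin signal ratio per cell.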
ER stress rescue = rescue of cells from ER stress-induced death, primary screen, 384-well, CSM14.1, thapsigargin, ATP luminescence (AID 1222) | CSM14.1 thapsigargin-induced death rescue, ATP luminescence; higher % means a stronger effect | cellular ATP content (survival), % at 20 µM, or EC50 in µM where a hit was titrated | 190,000 tested, under 10 active;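 active means EC50 below 50 µM in the dose-response confirmation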;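 further: death triggered by thapsigargin at about 15 µM added after 2 h compound pretreatment; cell ATP read after overnight thapsigargin exposure of roughly 18 to 22 hours; normalized against plate controls of thapsigargin alone and 5% DMSO vehicle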
MT stabilize HCS = microtubule stabilizers in HeLa cells, primary screen, imaging, high-content imaging; HeLa tubulin immunostaining HCS, 24 h; share of cells brighter than vehicle mean+2SD; % tubulin-high responders, % at 10 µM; 0.83% of 200,000 active;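 active means plate Z-score above 3 for both tubulin-high and condensed-nucleus cell shares, with cell loss under 80%, at 10 µM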;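 further: anti alpha tubulin signal scored within the nucleus-defined area of each cell; some results filed as inactive read as strong as hits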
Ins promoter up = insulin promoter activators in MIN6 cells, imaging, high-content screening, mouse beta cells; 0.3% of 190,000 active; AID 1625, 2009; MIN6 insulin promoter-GFP reporter; hits give high values; z-score at 5 µM;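 active means z-score above 3 at 5 µM with at least 500 cells counted in the well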
Dynein transport = inhibitors of GR-EGFP nuclear translocation, primary screen, dynein cargo transport inhibitor project, imaging, high-content, 3617.4 mouse cells. test concentration mostly 20 µM; stimulated with dexamethasone, 1 µM; hits give low values. z-score, hits read low. 0.47% of 220,000 active. AID 1381, 2008;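 active means plate z-score of nuclear minus cytoplasmic receptor signal below a set negative limit, without overly bright fluorescence or cell loss, cut at about -3.5 in these data, passing the limit was not always enough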;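 further: z-score of nuclear minus cytoplasmic ring GR-EGFP intensity difference per well; some compounds called inactive have numbers as strong as hits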
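Buffer or medium: Induction medium lacking tetracycline, stripped serum | Also added: Dexamethasone agonist, 1.0 µM final, for 30 min | Timing: 48 h induction, 1 h compound, 30 min dex at 37 °C | Detection: Formaldehyde fixation, Hoechst nuclear stain, 10x automated fluorescence imaging | Measure: Nuclear versus cytoplasmic GR-EGFP signal, averaged per well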
Hep lipid drop = inhibitors of hepatocyte lipid droplet formation, primary screen, imaging, high-throughput imaging, BODIPY stain. AML12 mouse hepatocytes, oleate lipid droplets. inhibition, % at 6.5 µM. 0.4% of 240,000 active. AID 1656, 2009;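 active means lipid droplet intensity inhibited by at least 50%, with more than 500 cells counted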
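Assay system: AML12 hepatocytes (mouse); Probe or stimulus: oleic acid at 100 µM to induce lipid droplet formation; Dosing: compound at 6.5 µM only; Schedule: compound with oleate, overnight; Detection: fluorescence imaging, 20x objective, two fields per well; Measure: % inhibition of lipid droplet signal.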
Dynein transport cytoplasmic EGFP = second read-out of Dynein transport, no call of its own (marks repeat the call); z-score; measured here: cytoplasmic GR-EGFP intensity; hits give high values
Dynein transport nuclear GR-EGFP = recorded beside Dynein transport, whose call it bears; z-score; measured here: nuclear GR-EGFP intensity;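 lower value marks the stronger effect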
Dynein transport cell count = second read-out of Dynein transport, no call of its own (marks repeat the call); z-score; measured here: cell count per field
Ins promoter up cell count = recorded beside Ins promoter up, whose call it bears; cell count; measured here: cytotoxicity, nuclei count;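 total cells summed across four imaged fields per well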
Hep lipid drop cells 6.5 µM = recorded beside Hep lipid drop, whose call it bears; cell count; measured here: cell count, cytotoxicity flag;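 cells counted across two imaged fields per well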
b-catenin transl cell count 5 µM = further read-out of b-catenin transl, marked with its call; cell count; measured here: cell count, cytotoxicity flag
T cell modulator vesicle-bound % = second read-out of T cell modulator, no call of its own (marks repeat the call); double positive events, %; measured here: CD8+ vesicle-bound cell fraction;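 binding gate set so that unloaded-vesicle control wells show 10% double positive cells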
MT stabilize HCS Hoechst-high % = second read-out of MT stabilize HCS, no call of its own (marks repeat the call); % Hoechst-high responders; measured here: nuclear condensation Hoechst responders;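 share of cells brighter than vehicle mean plus two SD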
MT stabilize HCS cytotoxicity % = second read-out of MT stabilize HCS, no call of its own (marks repeat the call); toxicity, %; measured here: cytotoxicity by cell density;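 0% = mean cell density of plate MIN control wells and 100% = no cells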
Autophagy HCS cell loss 18 h = second read-out of Autophagy HCS, no call of its own (marks repeat the call); toxicity, %; measured here: cell loss, nuclei count;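 cell loss after 18 h compound exposure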
* = called active by the depositor; i = inactive; x = not tested or not shown.

SMILES	Salmonella PhoP GFP	Autophagy HCS	Autophagy HCS cell loss 18 h	T cell modulator	T cell modulator vesicle-bound %	b-catenin transl	b-catenin transl cell count 5 µM	ER stress rescue	MT stabilize HCS	MT stabilize HCS Hoechst-high %	MT stabilize HCS cytotoxicity %	Ins promoter up	Ins promoter up cell count	Dynein transport	Dynein transport cytoplasmic EGFP	Dynein transport nuclear GR-EGFP	Dynein transport cell count	Hep lipid drop	Hep lipid drop cells 6.5 µM
CC(=O)c1cc2c(cc1NC(=O)CSc1nnc(C)s1)OCO2	-3%	i	0	i	34	x	x	0.0%	2.6	2.0	4.9	-0.55	1328	-0.27	-0.24	-0.17	1.5	-4	722
O=C(CCC1CCCN(Cc2ccc(O)c(Cl)c2)C1)NCc1ccccc1F (stereo unspecified)	15%	i	-2	i	36	-1.4	1040	-0.8%	1.9	1.5	5.4	0.87	1422	0.059	-0.35	-0.56	0.71	-10	664
CCc1ccc(N2C(=O)c3sc4nnc(-c5ccccc5)c(=O)n4c3C2=O)cc1	-13%	i	-1	i	16	-2.2	1258	-4.1%	4.6	2.0	2.3	-0.4	933	-2.3	0.4	-1	0.39	0	740
O=[N+]([O-])c1cc(S(=O)(=O)c2ccc(N3CCCCC3)c([N+](=O)[O-])c2)ccc1N1CCCCC1	-2%	i	-3	i	42	-2.3	550	-0.5%	4.3	2.9	4.1	-0.1	1093	0.41	0.0036	-0.23	-0.45	-2	582
O=C(NC1CCCC1)c1ccc(CN2CCOCC2)cc1	-4%	i	-6	i	48	-2.9	1084	1.2%	1.4	3.0	26	0.58	839	0.74	-0.41	0.3	1.4	-1	739
O=C(NCc1ccccc1Cl)c1ccc(S(=O)(=O)Nc2cccc(C(F)(F)F)c2)cc1	-7%	i	1	i	28	2.1	926	-1.9%	1.5	3.9	8.0	-0.48	1371	-0.67	-0.33	-0.65	0.66	-11	539
COc1cccc(NC(=O)CN2C(=O)NC(C)(CC(C)C)C2=O)c1 (stereo unspecified)	4%	i	19	i	48	0.7	1116	0.2%	1.9	1.6	6.1	0.3	1112	-0.57	-0.21	-0.36	0.43	5	690
CCCCCCCCCC(=O)N/N=C/c1ccc(C)s1	12%	i	5	i	39	2.0	994	3.0%	2.3	1.8	7.7	1.4	862	-0.87	-0.068	-0.26	0.67	-1	778
Cc1nn(Cc2ccccc2)c(Cl)c1C(=O)NCc1ccc(C)n1C	9%	i	0	i	34	-2.6	945	3.2%	1.5	0.5	3.6	-1	805	-0.22	-0.18	-0.27	0.031	x	x
CN(C)/C=N/C(=S)Nc1ccc(F)cc1	-1%	i	0	i	16	-4.1	1249	7.1%	1.5	1.1	7.7	0	1169	0.042	-0.048	0.31	0.21	5	752
Cc1ccc(NC(=S)NC(=O)c2ccc(-c3ccccc3)cc2)c(C)c1	-8%	i	-8	i	36	0.4	1314	-1.2%	2.1	2.5	4.7	-0.26	1498	-0.32	1.2	0.86	-0.25	x	x
COc1cccc(-c2nc(CS(=O)(=O)CC(=O)N3CCN(c4ccccn4)CC3)c(C)o2)c1	7%	i	-5	i	30	0.9	1068	-2.6%	4.3	3.6	6.0	-1	1892	-1.7	-0.21	-0.58	0.79	-24	591
Cc1cc(Cl)c2cc3ccccc3cc2n1	0%	x	x	i	15	-0.7	1264	x	x	x	x	-0.1	1130	0.58	-0.2	0.07	0.093	2	760
O=S(=O)(c1ccc2ccccc2c1)N1CCCOC1	3%	i	19	i	24	0.6	920	-1.3%	2.7	1.4	12	0.2	1156	-0.33	-0.46	0.1	0.031	x	x
Cc1ccc(N2C(=O)CN=C2Nc2nc(C)cc(C)n2)cc1	-13%	x	x	i	43	-5.6	1250	x	x	x	x	-0.53	1474	-0.97	-0.26	-0.49	0.49	-8	640
Cc1cc(C)n2nc(C(=O)N3CCCC(CNS(=O)(=O)c4cccs4)C3)cc2n1 (stereo unspecified)	-12%	i	-14	i	23	-1.4	1108	-1.2%	4.6	2.0	8.4	-0.46	1462	0.22	-0.3	0.15	0.29	-20	746
CC(C)NC(=O)c1sc2nc3c(c(-c4cccs4)c2c1N)CN(C)CC3	-9%	i	1	i	39	x	x	-1.3%	1.9	1.6	8.2	x	x	-0.88	-0.22	-0.34	0.57	21	813
CCCn1nnnc1NCc1cccn1C	-4%	i	0	i	5	0.0	750	0.1%	1.7	1.6	6.3	0.5	1252	1.9	-0.061	1.3	-2.2	x	x
COc1ccc(OCC(=O)Nc2ccc(S(=O)(=O)Nc3nc(C)cc(C)n3)cc2)cc1	4%	i	25	i	40	0.9	1482	0.1%	7.2	1.4	1.4	-0.01	1312	2.3	0.68	1.8	-1.8	8	706
CN(C)c1ccc(C(=O)OCC(=O)c2cccs2)cc1	4%	i	-40	i	48	0.1	608	-3.7%	4.2	2.9	4.2	0.71	1410	1	-0.2	2	-1.4	-1	744
COC(=O)C1CSC(C(=O)OC)N1C(=O)Nc1c(C)cccc1C (stereo unspecified)	6%	i	-19	i	50	-0.5	1431	-1.9%	3.4	1.9	5.7	0.08	1472	-0.28	-0.21	-0.32	0.15	x	x
O=C(OCc1c(Cl)cccc1Cl)c1cnccn1	17%	i	1	i	40	-0.3	1043	1.0%	3.3	1.1	25	0.95	1174	2.6	-0.23	1.9	-2.1	-14	687
COc1ccc2cc(CN(CCCN3CCOCC3)Cc3nnnn3C3CCCCC3)c(=O)[nH]c2c1	-5%	i	11	i	20	1.4	858	1.1%	5.1	3.4	11	-0.54	1111	0.044	-0.29	0.091	-0.087	x	x
CC(C)Nc1cc(C(C)(C)C)nc2c(-c3ccccc3)cnn12	1%	x	x	i	15	0.3	1326	x	x	x	x	0.24	1076	0.043	-0.27	-0.013	-0.33	-6	696
Cc1ccnc(Sc2nc3c(c(=O)[nH]c(=O)n3C)n2CCCc2ccccc2)n1	-12%	i	-3	i	54	-3.4	939	-0.3%	2.8	1.7	0.2	0.08	1220	-0.34	-0.32	-0.031	0.23	x	x

Continued.
SMILES	Salmonella PhoP GFP	Autophagy HCS	Autophagy HCS cell loss 18 h	T cell modulator	T cell modulator vesicle-bound %	b-catenin transl	b-catenin transl cell count 5 µM	ER stress rescue	MT stabilize HCS	MT stabilize HCS Hoechst-high %	MT stabilize HCS cytotoxicity %	Ins promoter up	Ins promoter up cell count	Dynein transport	Dynein transport cytoplasmic EGFP	Dynein transport nuclear GR-EGFP	Dynein transport cell count	Hep lipid drop	Hep lipid drop cells 6.5 µM
O=C(Cc1ccc(Cl)cc1)Nc1ccncc1	x	i	14	i	47	-1.5	1140	-1.5%	2.0	2.2	9.2	-0.42	700	-0.61	-0.17	0.086	-0.44	-3	646
COCCNC(=O)/C(C#N)=C/c1ccc(OC(=O)c2cccs2)c(OC)c1	-7%	i	-15	x	x	-2.3	1030	-3.1%	4.8	1.6	0.8	-1.1	1247	1.5	-0.1	0.35	0.046	16	685
Cc1ccc(C2C(C(=O)c3cccs3)=C(O)C(=O)N2c2nnc(C)s2)cc1 (stereo unspecified)	6%	i	1	i	57	-0.7	1043	x	3.7	1.8	12	0.54	1179	-0.24	-0.1	-0.0059	-1.9	11	667
Cc1ccc(-n2ncc(C#N)c2/N=C/N2CCOCC2)cc1	-6%	i	7	i	40	x	x	-1.0%	3.4	2.6	6.8	-0.59	1294	-0.91	0.43	-0.49	0.88	2	742
Cc1ccc(S(=O)(=O)Nc2c(C)nc3nc[nH]n3c2=O)c(C)c1	-7%	i	1	i	35	-0.4	1079	3.5%	2.0	2.7	11	0.06	1381	0.14	-0.37	-0.037	1.3	5	708
COc1ccc(C(=O)NNC(=O)c2cc(C)[nH]n2)cc1	-16%	i	-13	i	19	-5.3	989	0.0%	3.1	2.8	8.6	1.3	1579	0.37	-0.18	-0.35	0.34	0	708
Fc1ccc(Nc2nc(Oc3ccc4c(c3)OCO4)nc(N3CCOCC3)n2)c(F)c1	5%	i	47	i	17	1.3	735	-0.3%	5.2	2.7	12	-0.6	1075	4.3	0.18	2.9	-3.6	x	x
CCC(Cc1ccccc1)NC(=O)C1CCC(CNc2c(N3CCCC3)c(=O)c2=O)CC1 (stereo unspecified)	1%	i	9	i	36	x	x	-1.4%	4.4	3.2	5.5	-0.13	945	-0.72	-0.2	-0.34	0.3	x	x
c1ccc(CN2CCN(c3ncnc4nc[nH]c34)CC2)cc1	12%	i	-2	i	46	-3.8	1111	x	4.0	2.1	4.8	0.55	1899	2.9	0.075	1.4	-2.4	18	632
